# p97 inhibitor – inhibitors of human p97 ATPase, primary screen, biochemical. Transitional endoplasmic reticulum ATPase (Homo sapiens), P55072. recombinant p97 ATPase, Kinase-Glo ATP luminescence, 3 h. inhibition, % at 8 µM. hit rate 0.42% among 220,000. AID 1481, 2009; in the data active means inhibition above about 15%;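 further: 0% = DMSO vehicle and 100% = wells lacking enzyme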
# Hck-Nef inh – inhibitors of Nef-activated human Hck kinase, primary screen, biochemical, Z-Lyte FRET, 384-well, Hck-YEEI | inhibition, % at 20 µM | Recombinant Hck-YEEI plus Nef, Z-Lyte FRET kinase assay | hit rate 0.68% among 220,000 | Tyrosine-protein kinase HCK (Homo sapiens), P08631;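 active means Hck-Nef kinase inhibition above about 50%, limit read from the data; inactive means inhibition below that limit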;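 further: 0% = DMSO with Hck plus Nef and 100% = Hck alone without Nef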
# Target sequence (P08631 whole entry, looked up): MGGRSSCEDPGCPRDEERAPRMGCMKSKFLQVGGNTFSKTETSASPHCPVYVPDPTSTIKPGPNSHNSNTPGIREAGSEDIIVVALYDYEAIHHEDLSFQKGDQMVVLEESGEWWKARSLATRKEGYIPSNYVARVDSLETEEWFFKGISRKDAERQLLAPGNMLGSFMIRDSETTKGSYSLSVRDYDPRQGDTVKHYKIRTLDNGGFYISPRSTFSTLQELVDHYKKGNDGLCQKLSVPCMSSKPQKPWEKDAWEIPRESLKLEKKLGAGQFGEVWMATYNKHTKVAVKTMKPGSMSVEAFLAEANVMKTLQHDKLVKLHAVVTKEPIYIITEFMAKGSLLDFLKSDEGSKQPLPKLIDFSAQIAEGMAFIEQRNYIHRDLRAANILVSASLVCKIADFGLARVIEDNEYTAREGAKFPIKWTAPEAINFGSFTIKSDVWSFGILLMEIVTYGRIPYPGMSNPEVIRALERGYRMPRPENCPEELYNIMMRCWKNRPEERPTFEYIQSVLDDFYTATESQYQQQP
# RBBP9 inh – human RBBP9 inhibitors, primary screen, biochemical, fluorescence polarization, FP-Rh probe, HTS; hit rate 0.2% among 220,000; inhibition, % at 7.94 µM; AID 1515, 2009; recombinant RBBP9; Serine hydrolase RBBP9 (Homo sapiens), O75884;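 active means inhibition above the campaign mean of all tested compounds plus 3 SD, cut at about 14% in these data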;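 further: plate controls were DMSO wells with RBBP9 for no effect and wells lacking RBBP9 protein for full effect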
# Target sequence (O75884 whole entry, looked up): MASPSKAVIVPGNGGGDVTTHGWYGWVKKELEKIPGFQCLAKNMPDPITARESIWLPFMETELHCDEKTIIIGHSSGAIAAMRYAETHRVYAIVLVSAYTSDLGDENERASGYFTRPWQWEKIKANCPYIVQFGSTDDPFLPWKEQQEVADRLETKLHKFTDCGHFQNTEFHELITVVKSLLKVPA
#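 System: RBBP9 protein / Quantity: 2.5 µM RBBP9 dispensing solution, before mixing / Also added: Serine-hydrolase probe FP-Rh, 375 nM pre-mixing / Dosing: 7.94 µM single dose, 0.794% DMSO / Timing: enzyme-compound preincubation 30 min, then probe labeling 45 min, 25 °C / Signal: FP readout at 525/598 nm / Controls: DMSO-treated enzyme wells and wells lacking RBBP9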
# NPY-Y1 PAM-ag – NPY-Y1 receptor potentiators or agonists, primary screen, cell-based | NPY-Y1 expressing cells, potentiator/agonist activation | Neuropeptide Y receptor type 1 (Homo sapiens), P25929 | activation, % at 3.6 µM | hit rate 0.37% among 220,000; in the data active means activation above about 33%, passing the limit was not always enough;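 further: cells stimulated with NPY at EC10 then isoproterenol at EC100; 0% = low agonist plus stimulus and 100% = saturating agonist plus stimulus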
# Runt-SMMHC FRET – inhibitors of RUNX1 Runt–CBFb-SMMHC binding, primary screen, biochemical, FRET, Cerulean-Runt, Venus-CBFb-SMMHC, uHTS; Runt-related transcription factor 1 (Homo sapiens) + Core-binding factor subunit beta …; Cerulean-Runt/Venus-CBFb-SMMHC FRET ratio 530/480, 1 h; inhibition, % at 20 µM; hit rate 0.74% among 220,000;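 active means mean inhibition across duplicate retests at 20 µM reaching about 50%, limit read from the data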;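 further: 0% = DMSO wells and 100% = wells with excess untagged CBFb-SMMHC; inhibitors lower the FRET ratio by blocking Runt binding to CBFb-SMMHC; some results filed as inactive read as strong as hits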
# NPY2 pot ag – NPY-Y2 potentiators or agonists, primary screen, cell-based. Neuropeptide Y receptor type 2 (Homo sapiens), P49146. AID 1359, 2008. activation, % at 3.6 µM. cells expressing NPY-Y2, potentiator/agonist read-out. hit rate 0.45% among 220,000; in the data active means activation above about 27%;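 further: cells stimulated with NPY near EC25 plus isoproterenol at EC100; 0% = vehicle plus submaximal agonist and 100% = vehicle plus saturating agonist; some results beyond the cut were filed as inactive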
# Target sequence (P49146 whole entry, looked up): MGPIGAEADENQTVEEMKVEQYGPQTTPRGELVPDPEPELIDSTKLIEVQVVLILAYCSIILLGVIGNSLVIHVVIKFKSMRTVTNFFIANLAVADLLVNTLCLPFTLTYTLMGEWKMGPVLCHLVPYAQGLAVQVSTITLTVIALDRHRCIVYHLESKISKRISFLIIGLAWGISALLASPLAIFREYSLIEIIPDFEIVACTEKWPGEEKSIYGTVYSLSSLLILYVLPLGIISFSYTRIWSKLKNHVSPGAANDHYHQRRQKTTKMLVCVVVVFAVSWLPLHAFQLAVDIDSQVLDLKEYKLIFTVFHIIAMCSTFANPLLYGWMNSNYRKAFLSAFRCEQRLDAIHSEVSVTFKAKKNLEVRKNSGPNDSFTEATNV
# MDM2 E3 inh – MDM2-luciferase reporter signal enhancers, primary screen, MDM2 E3 ligase inhibitor project, cell-based, luminescence, 1536-well; E3 ubiquitin-protein ligase Mdm2 (Homo sapiens), Q00987; cell-based MDM2 ubiquitination luciferase reporter, 2 h; 0 = plate control, 100 = twice control, blank-subtracted; signal enhancement, % at 5 µM; hit rate 0.11% among 210,000;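 active means signal enhancement of 30% or more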;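 further: luminescence tracks abundance of the self-degrading MDM2-luciferase fusion protein; higher signal means inhibition of MDM2 E3 ligase activity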
#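 Timing – 2 h compound exposure at 37 °C · Assay system – mammalian cells stably expressing self-ubiquitinating, self-degrading MDM2 E3–luciferase fusion · Amount – 2000 cells seeded into each well · Measure – % luminescence enhancement versus blank-corrected plate control mean · Measured by – SteadyLite luminescence, 15 min reagent step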
# NPY Y1 blocker – NPY-Y1 receptor antagonists, primary screen, cell-based. hit rate 1% among 200,000. inhibition, % at 3.6 µM. HEK293-CNG Y1 cells, membrane potential fluorescence; NPY at EC95, then isoproterenol. Neuropeptide Y receptor type 1 (Homo sapiens), P25929;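 active means inhibition above the campaign mean inhibition of all tested compounds plus 3 SD, cut at about 20% in these data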;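 further: 0% = DMSO wells given NPY plus isoproterenol and 100% = isoproterenol alone without NPY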
#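 Material: HEK293 cells with Y1 receptor plus CNG channel; times: compound incubation 1 h at room temperature, readout 45 min post-stimulation; signal: fluorescence, membrane potential probe; read-out basis: fluorescence ratio normalized to % inhibition between controls; benchmarks: full-block control isoproterenol-only wells, zero-block control NPY plus isoproterenol wells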
# Runt-CBFb FRET – inhibitors of RUNX1 Runt–CBFb binding, primary screen, biochemical, FRET, Cerulean-Runt, Venus-CBFb, uHTS; Runt-related transcription factor 1 (Homo sapiens) + Core-binding factor subunit beta …; Cerulean-Runt/Venus-CBFb FRET ratio 530/480, 1 h; inhibition, % at 20 µM; hit rate 0.46% among 220,000;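 active means inhibition over about 50% at 20 µM in the single-dose screen, limit read from the data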;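 further: 0% = DMSO wells and 100% = excess unlabeled CBFb competitor control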
#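 Assay system: Cerulean-tagged RUNX1 Runt domain (FRET donor) fusion protein / Amount: 100 nM each of Venus-CBFb and Cerulean-Runt domain / Medium: Tris buffer pH 7.5 with salts and BSA / Also added: Venus-CBFb 100 nM / Schedule: 1 h complex formation plus 1 h compound treatment, room temperature / Signal: FRET fluorescence / Read-out: loss of energy transfer signal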
# An asterisk follows results filed as active; . = no result given.
SMILES,p97 inhibitor,Hck-Nef inh,RBBP9 inh,NPY-Y1 PAM-ag,Runt-SMMHC FRET,NPY2 pot ag,MDM2 E3 inh,NPY Y1 blocker,Runt-CBFb FRET
CCn1c(-c2cccn(Cc3ccc(Cl)cc3Cl)c2=O)n[nH]c1=S,2,4,-10,0,24,4,-7,0,8
CCC(C)(C)C1CCC(=NNS(=O)(=O)c2ccc(C)c([N+](=O)[O-])c2)CC1 (configuration not stated),3,0,-7,-12,4,-7,-10,2,2
COc1ccc(C2C(C(C)=O)=C(O)C(=O)N2Cc2cccnc2)cc1 (configuration not stated),2,6,-2,-21,-6,-14,.,4,2
O=C(O)CC12CC3CC(C1)CC(n1ncc(NCc4ccccc4Cl)c(Cl)c1=O)(C3)C2,4,9,-5,20,-3,-2,-98,.,3
Cc1ccc(OCC(=O)NS(=O)(=O)c2ccccc2)cc1,-4,-5,-3,-35,-2,-21,-4,0,2
N#CCCn1cc(C(=O)Nc2ccccc2Br)c(-c2cccs2)n1,5,2,-8,19,6,-9,-2,-1,-5
CCC(C)(C)NC(=O)C(c1cccnc1)N(C(=O)c1csnn1)c1ccccc1 (configuration not stated),-5,12,-12,-17,-7,-3,-10,2,3
O=C(Nc1cc(Sc2nc3ccccc3s2)cc([N+](=O)[O-])c1)c1ccccc1F,6,1,0,-7,2,-2,8,-3,2
Cc1ccc(/C=C/C(=O)NCCCN2CCN(CCCNC(=O)/C=C/c3ccc(C)o3)CC2)o1,-9,0,-8,-4,0,-1,-85,12,2
CCc1ccccc1NC(=S)N(CCOC)C(C)c1ccco1 (configuration not stated),-2,22,-4,-3,0,21,.,.,0
Cc1ccc2nc(NC(=O)CCCc3nc4ccccc4s3)sc2c1,-6,-1,-5,-21,2,-35,-10,9,1
CN1CCc2nc(SC(C(=O)O)c3ccccc3)c(C#N)c(-c3cccs3)c2C1 (configuration not stated),4,29,0,13,-10,-4,-23,.,2
COCCN1CN(S(=O)(=O)c2ccccc2)c2nc3ccccc3nc21,3,1,2,8,-1,16,-6,-2,2
CCn1c(=O)cc(OCC(=O)Nc2ccccc2N2CCN(C)CC2)c2ccccc21,-3,1,1,19,-2,7,-17,-4,2
COc1ccc(C(=O)C2CN(c3ccccc3)CC2c2ccc(Cl)cc2)cc1 (configuration not stated),-1,2,-4,-22,8,-9,-5,0,4
FC(F)(F)c1cccc(Cn2c3[n+](c4ccc(C(F)(F)F)cc42)CCCCC3)c1,4,19,-6,-6,3,8,-14,18,1
CCOC(=O)c1ccc(CNS(=O)(=O)c2c(C)ccc3nsnc23)o1,-6,7,-7,9,-2,-1,-16,3,-1
CC(C)C[C@H](NC(=O)c1nc[nH]c1C(=O)N[C@@H](CCCCNC(=O)OC(C)(C)C)C(=O)OC(C)(C)C)C(=O)OC(C)(C)C,.,20,.,.,-8,.,9,.,-8
CC(=O)N1CCN(c2ccc(NCc3cccs3)cc2)CC1,2,-11,9,13,0,0,-17,5,2
Cc1nc(/C(N)=N/OC(=O)c2cccc(Cl)c2)c(C(F)(F)F)o1,3,2,-8,3,-4,-18,-5,.,-5
COc1cc(/C=C2\SC(=O)NC2=O)ccc1Oc1cnccn1,1,13,-3,15,2,-3,-24,1,1
CCN(CC)C(=O)c1c(-c2ccccc2)oc2ccc(OC)cc12,-6,-7,4,-9,2,-6,-10,6,-4
CCOC(=O)N1CCN(C(=O)c2ccc3c(=O)n(Cc4ccccc4OC)c(=S)[nH]c3c2)CC1,4,1,-1,3,-3,-34,-17,22*,0
C=CCn1c(-c2cc(OC)c(OC)c(OC)c2)n[nH]c1=S,-2,-10,0,-25,9,-10,-5,8,1
O=C(Nc1ccc2c(c1)OCO2)C1CCN(S(=O)(=O)Cc2ccccc2)CC1,-2,2,-2,1,1,-3,-14,-5,0
CC(C)(C)C(=O)NCC12C=CC(O1)C1C(=O)N(c3ccccc3)C(=O)C12 (configuration not stated),-6,-9,-9,-9,8,-7,4,-4,20
c1cnc2c(Oc3ncnc4sccc34)cccc2c1,1,5,-5,17,1,-2,-6,5,-1
Cc1cc(NC(=O)CCC2CCCCC2)no1,1,3,-9,10,0,14,.,-1,1
O=C(OCC(=O)N1CCN(c2ccccc2)CC1)c1cccc(Cl)c1,-6,6,-3,-30,-2,-16,-4,-4,-6
CCCS(=O)(=O)N1CCCC(C(=O)N2CCN(c3ccccn3)CC2)C1 (configuration not stated),-9,-2,-12,9,-1,-8,0,-1,1
CC(=O)Nc1cc(C(=O)N2CCc3ccccc3C2)ccc1Sc1ccc(F)cc1,-1,1,-7,5,4,6,-16,8,-4
CCC1CCCCN1C(=O)COc1c(Br)cc(Br)c2cccnc12 (configuration not stated),-1,7,-1,-6,2,-10,.,7,-2
COC(=O)c1ccc(-n2c(C)cc(C(=O)CSc3ccc(NC(C)=O)cc3)c2C)cc1,1,-1,-4,-29,4,-10,3,2,-1
CN(C(=O)c1ccc2c(c1)CCN2S(C)(=O)=O)c1ccccc1,7,25,4,-3,-1,5,-9,6,-2
O=CNn1cnc2c(oc3nc(-c4ccccc4)cc(-c4ccco4)c32)c1=O,2,55*,-5,-3,-28,-3,-20,2,-21
Cc1ccc(-c2cn(S(=O)(=O)c3cccc([N+](=O)[O-])c3)nc2N)cc1,-3,-5,-2,14,-3,-1,3,-4,2
[O-]/[N+](=C\c1ccc(F)cc1)c1ccccc1,5,2,6,-1,5,11,-41,0,4
CCCC(=O)n1nc(-c2cccnc2)nc1NCc1cccs1,3,6,-1,-8,3,-19,5,-2,-1
CC1(C)NC(=O)N(CCOc2ccc([N+](=O)[O-])cc2)C1=O,5,4,2,10,0,8,-14,-4,2
Cc1ccsc1/C=N/n1c(COc2ccccc2)n[nH]c1=S,-2,3,-1,-33,9,-9,-15,4,13

# Profiles from above. Order of screens: p97 inhibitor, Hck-Nef inh, RBBP9 inh, NPY-Y1 PAM-ag, Runt-SMMHC FRET, NPY2 pot ag, MDM2 E3 inh, NPY Y1 blocker, Runt-CBFb FRET
# CCC1CCCCN1C(=O)COc1c(Br)cc(Br)c2cccnc12 (configuration not stated) is entered as -1, 7, -1, -6, 2, -10, ., 7, -2
# N#CCCn1cc(C(=O)Nc2ccccc2Br)c(-c2cccs2)n1 is entered as 5, 2, -8, 19, 6, -9, -2, -1, -5

# Other entries follow.
SMILES,p97 inhibitor,Hck-Nef inh,RBBP9 inh,NPY-Y1 PAM-ag,Runt-SMMHC FRET,NPY2 pot ag,MDM2 E3 inh,NPY Y1 blocker,Runt-CBFb FRET
CCC(=O)c1ccc(N2CCN(C(=O)COc3ccccc3F)CC2)c(F)c1,-6,25,-1,-18,-3,-17,-12,-5,-1
C/C(=C\C(=O)c1cccnc1)Nc1ccc(C)c(C)c1,3,7,-5,-8,0,-17,-6,3,-1
CC(=O)c1c(C)[nH]c(C(=O)Nc2nc(-c3ccc(Cl)cc3)cs2)c1C,1,2,-11,0,-4,2,13,0,-3
Cc1ccc(CNCC2CCCO2)s1 (configuration not stated),2,2,-2,3,0,-2,-12,1,1
CN(C)S(=O)(=O)c1ccc2[nH]cc(/C=C/c3nc4ccccc4c(=O)n3-c3ccccc3)c2c1,-1,1,-9,5,-35,-12,-6,1,-46
Cc1ccc(C2C3=C(CC(C)(C)CC3=O)N(CCN3CCOCC3)C3=C2C(=O)CC(C)(C)C3)cc1,-2,38,-4,-9,79*,12,11,-1,10
CN1C(=O)C(/C(N)=N/NC(=O)c2ccccc2)C2CC1(C)Oc1ccccc12 (configuration not stated),-7,2,-10,13,-7,4,11,4,1
CC(OCCN(C)C)C(=O)C12CC3CC(CC(C3)C1)C2 (configuration not stated),8,16,-1,13,1,12,-13,.,1
O=C(Nc1c2ccccc2nc2ccccc12)C(Cl)(Cl)Cl,3,71*,-4,-11,-14,3,-11,7,12
Cc1ccccc1NS(=O)(=O)c1ccc(C(=O)N2CCN(c3ccccn3)CC2)cc1,1,24,-6,2,0,0,-5,1,0
CCc1ccc2c(c1)C(c1ccc([N+](=O)[O-])cc1)=NNC(c1ccc(F)cc1)=N2,-6,-1,-9,-2,1,-4,-32,-1,0
CCC(=O)NNC(=O)CCC(=O)Nc1cccc(Cl)c1C,4,-25,10,3,2,-1,-4,-5,0
CN1CCN(CC#CCC(O)(c2ccccc2)c2ccccc2)CC1,-4,5,-14,-21,-2,-7,-10,.,4
CCOC(=O)C1CCCN(C(=O)COC(=O)c2ccc(C#N)cc2)C1 (configuration not stated),0,22,-5,-13,-5,8,1,3,-2
CC(C)NC(=O)c1c(O)c2ccccc2[nH]c1=O,4,-3,4,22,-1,13,1,3,1
C[C@@H](Oc1ccccc1)c1nnn(Cc2ccccc2)c1-c1c([C@@H](C)Oc2ccccc2)nnn1Cc1ccccc1,.,23,.,.,0,.,13,.,0
Cn1c(=O)c(Oc2cc(Cl)cc(Cl)c2)nc2ccccc21,8,47,-4,-16,-5,-9,-26,4,0
COC(=O)c1ccc2c(=O)[nH]c(CSc3nc(C)cs3)nc2c1,3,-4,-6,6,-1,4,-14,0,0
COc1ccc(OC)c(-c2csc3nnc(SCC(=O)Nc4ccc(NC(C)=O)cc4)n23)c1,7,1,-5,17,1,9,-9,-6,0
CCOC(=O)C1CCN(C(=O)Nc2ccc(NC(=O)C3CCN(C(=O)OCC)CC3)cc2)CC1,2,-2,0,24,-1,4,-12,-4,1
COc1ccc(O[C@H]2C=C[C@@H](c3ccccc3)O[C@@H]2COC(=O)CC/C(C)=N/O[C@@H](C)c2cc(-c3c(C)cc(C)cc3C)no2)cc1,4,-6,-8,-9,1,17,.,2,1

# Compound activity as filed in PubChem BioAssay.
